# PPARg SRC2 recr = PPARgamma-driven SRC-2 recruitment agonism; P37231; PPARgamma LBD-SRC-2 recruitment, biochemical; activation, % at 8 µM; 200,000 compounds, 0.34% hits; AID 1032; in the data active means activation above about 22%;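 further: 0% = vehicle and 100% = reference agonist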
# PMI act satM6P = activators of human phosphomannose isomerase at near-saturating mannose 6-phosphate; activation factor at 20 µM; coupled PMI enzyme assay, resazurin fluorescence, 20 min; hits give high values; 1 = untreated enzyme, 0 = substrate-free blank; 190,000 compounds, 0.34% hits; AID 1216; P34949;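 active means activation factor of 2 or more at 20 µM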
# Target sequence (P34949 whole entry, looked up): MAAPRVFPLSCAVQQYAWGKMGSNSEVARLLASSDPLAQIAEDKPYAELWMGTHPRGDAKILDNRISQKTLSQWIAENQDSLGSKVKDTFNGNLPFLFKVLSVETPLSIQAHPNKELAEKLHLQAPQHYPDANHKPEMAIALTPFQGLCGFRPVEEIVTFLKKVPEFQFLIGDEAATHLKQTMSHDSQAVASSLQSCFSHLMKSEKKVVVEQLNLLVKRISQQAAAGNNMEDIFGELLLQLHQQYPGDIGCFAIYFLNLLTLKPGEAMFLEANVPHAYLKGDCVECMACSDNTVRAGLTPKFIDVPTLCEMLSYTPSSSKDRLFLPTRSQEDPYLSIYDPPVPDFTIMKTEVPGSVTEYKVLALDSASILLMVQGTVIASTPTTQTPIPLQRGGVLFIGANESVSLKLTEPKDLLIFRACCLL
#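 Test system: Human PMI in coupled enzyme assay | Input: 15 ng/mL PMI | Medium: HEPES-buffered pH 7.4 with magnesium and detergent | Compound: One concentration, 20 µM, in 1% DMSO | Incubation: Enzyme reaction with compound 20 min at room temperature | Detection: Diaphorase-driven resazurin-to-resorufin fluorescence, excitation 544, emission 590 nm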
# S1P3 antag = blocks the human S1P3 receptor | 170,000 compounds, 0.27% hits | Q99500 | inhibition, % at 4.98 µM | CHO S1P3 NFAT-BLA reporter, FRET fluorescence, antagonist mode;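 active means inhibition above the plate cutoff, the mean inhibition of test wells on that plate plus 3 SD, cut at about 28% in these data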;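 further: cells challenged with S1P at its EC80 of 0.8 µM; blue over green emission ratio from cleaved BLA substrate after 4 h stimulation; 0% = S1P-stimulated wells and 100% = unstimulated DMSO-only wells; some compounds past the cut are filed as inactive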
# Target sequence (Q99500 whole entry, looked up): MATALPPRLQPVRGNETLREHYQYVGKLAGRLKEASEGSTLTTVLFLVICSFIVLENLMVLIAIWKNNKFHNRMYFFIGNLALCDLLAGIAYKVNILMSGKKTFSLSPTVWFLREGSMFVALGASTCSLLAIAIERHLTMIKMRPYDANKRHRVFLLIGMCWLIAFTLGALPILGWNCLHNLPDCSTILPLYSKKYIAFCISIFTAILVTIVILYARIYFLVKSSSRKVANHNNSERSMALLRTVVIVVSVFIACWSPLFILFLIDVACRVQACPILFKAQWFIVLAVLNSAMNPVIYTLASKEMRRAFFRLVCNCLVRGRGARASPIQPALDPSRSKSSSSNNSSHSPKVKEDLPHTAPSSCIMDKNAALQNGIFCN
# Diaph act CS = diaphorase activation or chemical reduction counter-screen; activation factor at 20 µM; Diaphorase/resazurin coupled assay, resorufin fluorescence, 16 min; hits give high values; 1 = vehicle wells, 0 = NADH-free wells; 190,000 compounds, 0.005% hits;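 active means diaphorase activity raised at least twofold by the compound at 20 µM; inactive means activation factor below 2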
#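 Assay system: bacterial diaphorase enzyme (C. kluyveri) / Input: enzyme 0.07 U/mL final / Medium: 50 mM HEPES pH 7.4 with 4.542 mM MgCl2, 0.005% Tween 20 / Doses: single compound dose of 20 µM, 1% DMSO final / Incubation: 16 min enzyme reaction, ambient temperature / Signal: fluorescence, excitation 544 nm and emission 590 nm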
# PPARg SRC3 recr = promotes SRC-3 coactivator recruitment by human PPARgamma. activation, % at 8 µM. 200,000 compounds, 0.26% hits. biochemical PPARgamma/SRC-3 coactivator recruitment assay. P37231; in the data active means activation above about 23%;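 further: 0% = DMSO and 100% = reference agonist; some compounds past the cut are filed as inactive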
# PPARg SRC1 recr = promotes SRC-1 coactivator recruitment by human PPARgamma | P37231 | PPARgamma-SRC-1 coactivator recruitment biochemical assay | activation, % at 8 µM | 200,000 compounds, 0.41% hits | AID 631; in the data active means activation above about 19%;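 further: 0% = DMSO and 100% = reference agonist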
# Diaphorase inh = counter-screen for diaphorase-based assays: diaphorase inhibitors and chemical oxidizers; inhibition, % at 20 µM; 190,000 compounds, 0.69% hits; diaphorase resazurin-to-resorufin fluorescence, NADH, 16 min; bacterial (C. kluyveri) enzyme, not human; AID 1217;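 active means primary screen inhibition at 20 µM above a set limit, cut at about 50% in these data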;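 further: plate controls were DMSO with full reaction for no effect and wells lacking NADH for full effect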
#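 Assay system – diaphorase enzyme from Clostridium kluyveri · Amount – diaphorase 0.14 U/mL (working solution) · Times – reaction incubation of 16 min at room temperature · Controls – No-NADH positive control and DMSO neutral control · Signal – resorufin fluorescence 544/590 nm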
# G6PDH counter = L. mesenteroides G6PDH inhibition counter-screen; Purified L. mesenteroides G6PDH, diaphorase/resazurin coupled fluorescence, 45 min; AID 1020; 200,000 compounds, 0.12% hits; inhibition, % at 5 µM; in the data active means inhibition above about 50%
# PMI act = phosphomannose isomerase (human) activation | P34949 | purified human PMI, coupled resazurin fluorescence, 20 min; hits give high values; 1 = vehicle control, 0 substrate-free wells | activation factor at 20 µM | 190,000 compounds, 0.005% hits | AID 1214;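 active means activation factor of 2 or more at 20 µM, relative to plate controls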
# ROMK mod = modulates human ROMK potassium channel activity; Tet-inducible ROMK, thallium flux fluorescence; actives lie on both sides; P48048; 130,000 compounds, 2% hits; B-score at 10 µM;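 active means signal ratio slope over the read window, or its plate-corrected B-score, at least 3 SD from the plate mean, either direction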;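 further: B-score of the F/F0 ratio slope over 7 to 12 s after thallium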
# SRC2 TRFRET art = TR-FRET artefact, counter-screen to PPARgamma/SRC-2 agonist assay. hits give high values. TR-FRET ratio at 8 µM. 200,000 compounds, 0.4% hits. AID 1049; in the data active means TR-FRET ratio above about 2000; further: inactives centre near 1500
# Active calls of the source: *; x = no result given.
SMILES,PPARg SRC2 recr,PMI act satM6P,S1P3 antag,Diaph act CS,PPARg SRC3 recr,PPARg SRC1 recr,Diaphorase inh,G6PDH counter,PMI act,ROMK mod,SRC2 TRFRET art
COCCN(C(=O)CCC(=O)Nc1nccs1)C(C(=O)NC(C)(C)C)c1ccc(Cl)cc1 (stereo not given),5,1.1,2,0.9,8,7,10,13,1,x,1683
CCCCSc1nc2c(cnn2-c2ccc(Cl)cc2)c(=O)[nH]1,2,0.9,13,0.9,0,-3,7,-25,0.9,-0.65,1485
O=c1cc(CSc2ccc(Cl)cc2)nc2nc[nH]n12,-1,0.9,-38,0.7,1,0,26,12,0.9,x,1605
CCN1CCN(c2ccc(NC(=O)CCc3c(C)nc4c(-c5ccccc5)c(C)nn4c3C)cc2)CC1,2,0.9,x,0.7,-3,1,26,2,1,x,1385
Cc1ccc(CN2C(=O)CCC2C(=O)NCCN(CC(C)C)CC(C)C)cc1 (stereo not given),-4,0.9,-37,0.9,2,-5,6,-11,0.9,x,1391
Cc1nc(-c2ccccc2)sc1C(=O)CSc1ccc(Br)cc1,-2,0.9,x,0.9,10,9,13,-33,0.9,x,1681
COc1ccccc1CNC(=O)C1CC(=O)N(C2CCCC2)C1 (stereo not given),3,1,-23,0.9,-6,8,13,10,1.1,x,1652
CCc1cccc(C)c1NC(=O)c1ccccc1,-2,1,-20,0.9,1,4,12,0,1,1.3,1844
Cc1nn(-c2ccccc2)c(C)c1C(=O)OC/C(O)=C(\C#N)c1nc2ccccc2[nH]1,10,0.9,-8,0.9,-7,-6,10,8,1.1,x,1598
COc1ccccc1N1CCN(C(=O)c2cn(-c3ccccc3)nc2-c2cccnc2)CC1,-5,1,-3,0.9,-3,1,10,0,0.9,0.0062,1534
CC(NC(=O)COC(=O)/C=C/c1cccc(C(F)(F)F)c1)c1ccccc1 (stereo not given),-2,1.1,-3,0.8,1,3,17,4,1.1,-0.14,1443
O=C(OCc1ccccc1)N1CCOCCN(C(=O)OCc2ccccc2)CCOCC1,-5,0.9,-2,1,-2,9,-2,8,1,-0.23,1506
O=C(Nc1cccnc1)C1OCCc2ccccc21 (stereo not given),7,1.1,-16,1,3,-2,0,-7,1,-0.11,1473
COC1=C(c2ccccc2)C(=O)c2ccccc2C1=O,11,1.6,1,0.9,5,2,8,46,2*,-0.9,1889
O=C(Nc1cc(S(=O)(=O)N2CCCCC2)ccc1Cl)c1ccccc1NS(=O)(=O)c1ccc(F)cc1,7,1,11,0.7,12,8,26,-1,1,0.91,1621
CC1=C(C(=O)Nc2ccccc2)C(c2coc3ccccc3c2=O)C2=C(CCCC2=O)N1 (stereo not given),-4,1,15,0.9,-3,-2,9,-8,0.9,x,1693
COc1cc(CNc2nnnn2C)ccc1OCc1ccc(F)cc1Cl,1,1,-4,0.8,4,8,18,10,0.9,0.17,1595
COc1cccc2cc(C(=O)NCCc3c[nH]c4ccccc34)c(=O)oc12,8,0.9,-5,0.8,5,4,20,13,0.9,0.59,1397
CCc1ccc(/C=N\NC(=O)c2ccc(Br)o2)s1,2,1,-5,1,0,0,1,1,1,-0.00048,1540
CCOC(=O)c1ccc(NC(=O)CC2C(=O)N(c3ccc(F)cc3)C(=O)N2CCCOC)cc1 (stereo not given),4,1.1,x,1.1,4,10,-12,11,1.1,x,1798
Cc1noc2ncnc(Sc3c(Cl)cccc3Cl)c12,7,1,x,1,2,5,4,4,1,0.18,1688
Cc1cc(C)cc(OCC(=O)OCC(=O)NCc2ccco2)c1,0,1,x,0.9,-8,-2,11,-4,0.9,0.87,1423
COc1ccc(CN2CC(C(=O)NCc3ccccn3)CC2=O)cc1 (stereo not given),6,1,-6,1,4,9,2,19,1,x,1496
O=C(NC1CC1)c1ccc(CN(c2ccccc2)S(=O)(=O)c2ccccc2)cc1,-4,1,-6,0.9,4,-4,11,11,1,0.98,1606
CCOC(=O)c1cc2[nH]c3ccccc3c2[n+](-c2ccc([N+](=O)[O-])cc2)c1N,17,0.9,-24,0.8,10,8,15,9,0.8,-0.73,1570
O=C(Cn1cnc2ccccc2c1=O)c1ccc2ccccc2c1,-2,1,x,0.9,1,-4,5,2,0.9,-0.1,1520
CC(C)c1nnc(SCC(=O)Nc2ccc3c(c2)OCO3)n1C,-4,0.9,x,0.9,6,1,11,4,1,x,1678
CCN(Cc1cc2ccc(C)cc2[nH]c1=O)C(=O)c1cccnc1,2,1.1,-6,0.8,2,10,24,2,1,x,1689
CC(C)Oc1cccc(C(=O)NC(=S)Nc2ccc3c4c(cccc24)CC3)c1,-3,0.8,x,0.8,-9,-7,16,6,0.8,x,1476
Cc1cccc(C(=O)NN2S(=O)(=O)c3ccccc3S2(=O)=O)c1,-5,1.7,-9,1,1,0,4,0,1.7,-0.093,1448
CN(C)C(=S)Nc1ccc([N+](=O)[O-])cc1,8,1,0,0.9,4,-1,10,0,1,-0.52,1716
CCSc1nnc(NC(=O)c2cccc(S(=O)(=O)N(C)c3ccccc3)c2)s1,-3,1.1,-13,0.9,0,2,7,0,1,x,1614
CCCC(C1=C(O)CC(C)(C)CC1=O)C1C(=O)CC(C)(C)CC1=O (stereo not given),0,1.6,x,0.9,1,-6,10,6,1.4,x,1450
Cc1[nH]c(=O)[nH]c(=O)c1S(=O)(=O)NCCc1ccc(S(N)(=O)=O)cc1,-2,1,3,0.9,-5,-3,9,-9,1,0.52,1536
COc1ccc(C(C#N)N2N=C(c3ccccc3)CC2c2ccccc2)cc1OC (stereo not given),6,1,5,0.9,0,8,14,0,0.9,x,1737
O=C(Nc1ccc(CSc2ccccc2)cc1)c1ccc(CN2CCOCC2)cc1,-6,1.1,-2,1,-5,-7,5,-7,1.1,-1.2,1613

# 4 of the compounds above, with two lines to a compound:
# Fields – PPARg SRC2 recr	PMI act satM6P	S1P3 antag	Diaph act CS	PPARg SRC3 recr	PPARg SRC1 recr	Diaphorase inh	G6PDH counter	PMI act	ROMK mod	SRC2 TRFRET art
CC(C)c1nnc(SCC(=O)Nc2ccc3c(c2)OCO3)n1C
    -4	0.9	x	0.9	6	1	11	4	1	x	1678
CCN(Cc1cc2ccc(C)cc2[nH]c1=O)C(=O)c1cccnc1
    2	1.1	-6	0.8	2	10	24	2	1	x	1689
CC(C)Oc1cccc(C(=O)NC(=S)Nc2ccc3c4c(cccc24)CC3)c1
    -3	0.8	x	0.8	-9	-7	16	6	0.8	x	1476
Cc1cccc(C(=O)NN2S(=O)(=O)c3ccccc3S2(=O)=O)c1
    -5	1.7	-9	1	1	0	4	0	1.7	-0.093	1448

# Further records.
SMILES,PPARg SRC2 recr,PMI act satM6P,S1P3 antag,Diaph act CS,PPARg SRC3 recr,PPARg SRC1 recr,Diaphorase inh,G6PDH counter,PMI act,ROMK mod,SRC2 TRFRET art
N#C/C(=C/c1ccc(N2CCCCC2)o1)C(=O)Nc1ccc(Cl)cc1,6,0.8,x,0.8,7,15,18,-30,0.8,x,1501
COC(=O)c1ccc2c(c1)N(C)C(=O)CS2,1,0.9,x,0.8,-4,6,19,3,0.9,1.1,1457
CCCn1nnnc1NC(=O)c1ccc2ccccc2c1,-1,1.1,-20,1,6,-2,2,-5,1.1,x,1674
COc1ccc(NC(=O)C2CCC(N3C(=O)C4C5C=CC(C5)C4C3=O)CC2)cc1 (stereo not given),9,1.1,x,1,4,-4,-4,9,1,-1.1,1456
CC1(C)CC(O)C(C)(C)N1O (stereo not given),3,1.1,-1,1.1,-8,7,-5,7,1,0.77,1713
CCc1c(C)nc(SCc2ccccn2)[nH]c1=O,-5,1.1,-14,0.7,1,5,33,2,1.1,0.016,1707
CCOc1ccc2[nH]c(=O)c(CN(Cc3cccs3)Cc3nnnn3C(C)(C)CC)cc2c1,-5,0.8,-33,0.7,2,-3,27,13,1,x,1499
CSc1nnc(NC(=O)c2ccc(C)c(S(=O)(=O)N3CCOCC3)c2)s1,-2,0.9,13,0.9,-6,0,14,4,0.9,0.71,1414
O=C(CN1CCCCCCC1)Nc1cccc(Cl)c1Cl,-15,1,-14,0.8,-6,0,19,5,1.1,0.12,1302
O=C(Nc1nnc(CC(c2ccccc2)c2ccccc2)s1)c1ccco1,6,1,x,0.9,5,-2,6,1,1.1,0.32,1420
CC1=NN(C(N)=S)C(=O)C1N=Nc1cccc2ccccc12 (stereo not given),-3,1,2,0.8,0,10,23,12,1.2,0.63,1512
COc1ccc(/C=C/C(=O)Nc2ccc(-n3nncc3-c3ccccc3)cc2)cc1OC,-2,0.8,11,0.7,2,0,32,-75,0.8,x,1601
c1cc2c(cc1C1=Nn3c(nnc3C3CCCCC3)SC1)OCO2,-4,1.1,x,1.1,8,8,-6,2,1.1,0.11,1527
C/C(N)=C(/C#N)C(=O)COC(=O)C1CCC(C(C)(C)C)CC1 (stereo not given),-5,0.8,x,0.7,-3,3,30,3,0.8,-0.47,1504
NC(=O)COC(=O)c1cccc(S(=O)(=O)N2CCCCC2)c1,6,1,-21,0.9,7,8,5,-7,1,-0.25,1671
CCCCC(=O)Nc1cc(OCC)c(NC(=O)c2ccccc2[N+](=O)[O-])cc1OCC,-5,1.1,x,1.1,-8,-3,-11,5,1.1,0.059,1347
CCOC(=O)C(C)(C)N(Cc1cccc(C)c1)S(=O)(=O)c1ccc(Cl)c([N+](=O)[O-])c1,-10,0.9,-4,0.9,0,-6,10,2,0.9,x,1372
CN(C)CC(O)COc1cccc(OCC(O)CN(C)C)c1 (stereo not given),-1,1,x,1.2,-4,3,-15,1,1,0.022,1740
COc1ccccc1CNC(=O)COC(=O)/C=C/c1cccs1,7,0.9,-8,0.9,2,-4,11,-4,1,x,1617
O=C1c2ccccc2C(=O)N1CCCCN(C(=O)c1ccc([N+](=O)[O-])cc1)c1ccc(Cl)cc1,3,0.9,x,0.8,4,4,15,3,0.9,x,1587
O=C(Cc1ccccc1)N1CCC(c2nc3ccccc3[nH]2)CC1,0,0.9,-24,0.9,2,3,6,7,0.8,x,1583
COc1ccc(N2CCN(Cc3cc(=O)oc4c3ccc3ccccc34)CC2)cc1,x,0.9,14,0.9,x,x,8,6,1,x,x
Cc1oc(-c2cccs2)nc1CN1CCC(c2ccccc2)CC1,-4,0.9,-7,0.9,2,-2,15,0,0.9,-0.94,1450
COc1cc(/C=N/N=C2/C(=O)Nc3ccccc32)cc(OC)c1O,10,0.6,-24,0.7,4,7,32,24,0.8,0.43,1439
